From PubChem BioAssay
Epigenetic reg = Quantitative High-Throughput Screen for Regulators of Epigenetic Control. Potency, µM (series often up to 53.9 µM), inactives show at the top dose GFP activation, actives largely listed as activators. actives 0.2% (n = 280,000). murine LDR cells, GFP reporter derepression, 30 h; further: potency means the concentration at half of the fitted maximal effect; % of control where 0% means no effect; nearly all actives have a fitted effect of over 60% in size
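Derepression of a silenced CMV-GFP reporter in murine LDR cells is scored by enumerating GFP-positive cells with a laser-scanning microplate cytometer after 30 hours of treatment at 37 C.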
Luc counter = Counterscreen for Luciferase (Kinase-Glo TM) Inhibition; Kinase-Glo luciferase, ATP luminescence, 8 min; Potency, µM (highest dose often 38.3 µM), inactives show top-dose activity change, negative = inhibition, hits mostly inhibitors; actives 0.28% (n = 200,000); further: potency means the concentration at half of the fitted maximal effect; on the % scale 0 is the no-effect control and ±100 the full control effect; nearly all actives have a fitted effect of over 60% in size
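Substrate mix (final 50 mM imidazole pH 7.2, 50 mM KCl, 7 mM MgCl2, 10 uM ATP, 0.01% Tween 20, 0.05% BSA) plus pin-tool compound, then Kinase-Glo detection mix; 8 min ambient, luminescence read.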
IMPase Li inh = qHTS Assay for Identifying the Cell-Membrane Permeable IMPase Inhibitors: Potentiation with Lithium; CHO-M1 cells, IP1 TR-FRET (IP-One), carbachol + lithium; Potency, µM (highest dose often 59.4 µM), inactives show at the top dose activity, negative = IMPase inhibition, hits mostly inhibitors; actives 0.35% (n = 210,000);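 further: IP1 builds up when IMPase is blocked and the TR-FRET signal falls; potency means the concentration at half of the fitted maximal effect; plate controls were basal vehicle for no effect and high inhibitor control for full effect; nearly all actives have a fitted effect of over 50% in size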
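CHO-M1, 2000 cells/well, 16–30 h culture; cpd + low Li+, 30 min 37C; lysis with d2-IP1/Eu-anti-IP1 Ab, 10 min RT; TR-FRET 665/620 ratio and 620 channel; AC50 via Hill.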
CBFb RUNX1 block = qHTS Assay for Compounds Blocking the Interaction Between CBF-beta and RUNX1 for the Treatment of Acute Myeloid Leukemia | Runt-related transcription factor 1 (Homo sapiens) + Core-binding factor subunit beta … | AlphaScreen CBFb-His/RUNX1-biotin binding, biochemical | Potency, µM (titrated, usually from 59.8 µM), without a hit: top-dose activity, negative = inhibition, usual class: inhibitors | 230,000 tested, under 10 active; further: % of control where 0% means no effect
Target sequence (Q01196 whole entry, looked up): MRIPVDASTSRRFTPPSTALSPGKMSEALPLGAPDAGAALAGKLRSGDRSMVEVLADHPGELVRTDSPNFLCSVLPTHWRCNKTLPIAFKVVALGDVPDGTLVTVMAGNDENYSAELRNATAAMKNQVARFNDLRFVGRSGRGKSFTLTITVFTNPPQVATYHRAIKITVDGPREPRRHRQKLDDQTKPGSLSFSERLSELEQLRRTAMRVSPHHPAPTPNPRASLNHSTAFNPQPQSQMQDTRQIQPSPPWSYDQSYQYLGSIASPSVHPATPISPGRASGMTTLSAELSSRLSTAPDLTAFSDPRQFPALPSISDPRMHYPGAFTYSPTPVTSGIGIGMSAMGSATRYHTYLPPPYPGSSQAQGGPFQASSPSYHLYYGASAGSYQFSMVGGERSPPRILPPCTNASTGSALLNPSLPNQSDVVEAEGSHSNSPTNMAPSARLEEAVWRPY
Target sequence (Q13951 whole entry, looked up): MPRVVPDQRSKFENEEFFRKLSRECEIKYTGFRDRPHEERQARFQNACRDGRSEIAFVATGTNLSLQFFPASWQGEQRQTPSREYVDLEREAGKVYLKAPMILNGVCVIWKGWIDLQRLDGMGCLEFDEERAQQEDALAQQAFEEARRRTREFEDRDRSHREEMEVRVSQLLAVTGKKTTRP
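CBFb-His/RUNX1-biotin, 30 nM each, preincubated 20 min RT; compound 15 min RT; Ni + streptavidin beads 50 ng each, 90 min RT; AlphaScreen read.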
Lamin A splicing = qHTS Assay for Modulators of Lamin A Splicing; HeLa LMNA splicing GFP/RFP minigene ratio, 48 h; Potency, µM (highest dose often 46.1 µM), inactives show at the highest dose ratio change, negative = inhibition, usual class: inhibitors; actives 0.01% (n = 200,000); AID 1487, 2009; active means well fitted inhibition curve with a large enough effect in the signal ratio, with a control signal flat, not every such curve was filed as active; inconclusive means small, poorly fitted or top-dose-only effect, or effect the other way, or a change in a side signal; the % refers to the signal ratio; further: potency means the concentration at half of the fitted maximal effect; on the % scale 0 is the no-effect control and ±100 the full control effect
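S3 HeLa cells stably expressing lamin A-EGFP splicing minigene plus DsRed2, 600 cells/well, 48 h compound exposure at 37C. Laser-scanning cytometry; analysed as GFP (500-530 nm)/RFP (575-640 nm) total intensity ratio; 0.5% DMSO vehicle.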
HTT aggregate = qHTS Multiplex Assay to Identify Dual Action Probes in a Cell Model of Huntington: Aggregate Formation (GFP). PC12 HttQ103-GFP aggregates, Acumen cytometry, 40 h. actives 1.1% (n = 220,000). AID 1688, 2009. Potency, µM (highest dose often 46.1 µM), inactives show top-dose activity change, negative = inhibition, hits mostly inhibitors; further: potency means the concentration at half of the fitted maximal effect; on the % scale 0 is the no-effect control and ±100 the full control effect; nearly all actives have a fitted effect of over 60% in size
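PC12 cells with ecdysone-inducible HTT exon1 Q103-GFP, induced by 100 nM tebufenozide, given compounds in a concentration series. GFP aggregates (1–25 um, 6 SD above background) counted in lysates by laser-scanning cytometry, 488 nm excitation.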
NPSR antagonist = qHTS Assay for Antagonists of the Neuropeptide S Receptor: cAMP Signal Transduction; Q6W5P4; CHO-NPSR cells, cAMP TR-FRET, antagonist mode; Potency, µM (titrated, usually from 38.3 µM), without a hit: top-dose activity change, negative = inhibition, actives largely listed as inhibitors; actives 1% (n = 220,000); further: potency means the concentration at half of the fitted maximal effect; on the % scale 0 is the no-effect control and ±100 the full control effect; nearly all actives have a fitted effect of over 50% in size; many of its hits are not listed in these tables
Target sequence (Q6W5P4 whole entry, looked up): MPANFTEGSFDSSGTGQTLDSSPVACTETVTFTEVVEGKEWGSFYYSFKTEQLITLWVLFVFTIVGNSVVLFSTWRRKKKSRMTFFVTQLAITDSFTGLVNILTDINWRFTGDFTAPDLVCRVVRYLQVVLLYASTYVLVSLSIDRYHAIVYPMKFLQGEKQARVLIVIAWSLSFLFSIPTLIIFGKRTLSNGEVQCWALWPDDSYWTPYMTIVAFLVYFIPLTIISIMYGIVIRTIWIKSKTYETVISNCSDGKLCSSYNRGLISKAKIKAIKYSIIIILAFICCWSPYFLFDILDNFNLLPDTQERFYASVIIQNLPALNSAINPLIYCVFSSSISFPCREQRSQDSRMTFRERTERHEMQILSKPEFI
An asterisk follows results filed as active; ? = inconclusive; / = not tested or not shown; & = joins results of further samples; [ ] = dose if it differs, or a comment. Unless noted, the call rests on the fitted dose curve; in most records, active means well fitted curve in the direction sought with a large enough effect; inconclusive means small, poorly fitted or top-dose-only effect, or another doubt; inactive means no such curve, though single readings can be large; an effect the other way counts as inactive or inconclusive.

The line under a structure holds: Epigenetic reg, Luc counter, IMPase Li inh, CBFb RUNX1 block, Lamin A splicing, HTT aggregate, NPSR antagonist
CC1(C)CC(=O)C2=C(C1)OC(N)=C(C#N)C2C1C=CCCC1 (configuration not stated)
 : 0.9%, -4%, 32%[38.3 µM], 3%, 5%, -25%, -9%[46.1 µM]
CCOC(=O)c1ccc(NC(=O)c2cc(S(=O)(=O)N3CCOCC3)ccc2O)cc1
 : -0.1%, 3%, 14%[38.3 µM], 5%, ?, ?, -17%[46.1 µM]
Cc1c(C(=O)NC2CCCc3ccccc32)oc2ccccc12 (configuration not stated)
 : -0.8%, -5%, 46%[activator][38.3 µM], 18%, ?, -23%, -23%[46.1 µM]
Cc1csc(-c2cnn(-c3ccccc3)c2NC(=O)c2ccc(C(F)(F)F)cc2)n1
 : -0.7%, -1%, 34%[activator][38.3 µM], -1%, -2%, 7%[9.22 µM], -14%[46.1 µM]
C/C=C/Cn1c(N(C)Cc2ccccc2)nc2c1c(=O)[nH]c(=O)n2C
 : 0.0%, -2%, -5%, 9%, -9%, 1%, -3%
COc1ccc(N(CC(=O)N2CCC(C)CC2)S(=O)(=O)c2c(C)nn(C)c2C)cc1
 : 0.0%, 1%, 5%[38.3 µM], 4%, 1%, 13%, 4%[46.1 µM]
Cc1cc(C)nc(SCC(=O)NC2CCCC2)n1
 : 0.0%, 2%, 11%, 5%, 7%[46 µM], 6%[9.22 µM], -12%
Cn1c(SCCSc2nnc(-c3ccccc3)n2C)nnc1-c1ccccc1
 : 4.4%, 1%, -7%[38.3 µM], 0%, -3%, 18%, -11%[46.1 µM]
Cn1c(=O)[nH]c(NC2CCCCC2)c(N=O)c1=O
 : 0.0%, 4%, 1%, -6%, -10%, -10%, 6%
O=C(Nc1ccc(N2CCOCC2)cc1)C1CCN(S(=O)(=O)Cc2ccccc2)CC1
 : 1.9%, -2%, 12%[38.3 µM], -1%, 1%, -1%, -7%[46.1 µM]
Cc1ccc(C2=NN(CC(=O)NCc3ccco3)C(=O)CC2)cc1
 : 0.0%, 1%, -3%, -3%, -10%, -22%, 8%[46.1 µM]
CCn1c(-c2cc(OC)c(OC)c(OC)c2)n[nH]c1=S
 : -1.0%, 2%, 17%[38.3 µM], 2%, -5%, ?, -4%[46.1 µM]
COc1cc(/C=C2\SC(=S)N(N3CCOCC3)C2=O)ccc1O
 : 1.9%, /, /, 8%, /, -17%[9.22 µM], -2%
CCn1c(=O)cc(SCC(=O)NCc2ccc(C)o2)c2ccccc21
 : 2.8%, -2%, -3%[38.3 µM], -7%, -14%, -3%, 4%[46.1 µM]
CC(C)(C)c1ccc(C(=O)N2CCN(CCNC(=O)C(=O)NCc3ccccc3)CC2)cc1
 : -1.8%, 1%, 4%, -3%, ?, 0%, 8%
CCOC(=O)N1CCN(C(=O)c2ccc(N(Cc3ccccc3)S(C)(=O)=O)cc2)CC1
 : -2.6%, 2%, 13%[38.3 µM], 0%, 6%, -11%, -11%[46.1 µM]
COc1ccc2cc(CCC(C)=O)ccc2c1
 : -2.5%, -2%, 10%&4%, 8%, ?, 16%[20.6 µM], -7%
CCOC(=O)c1c(NC(=O)COC)sc(C)c1C
 : 2.5%, 0%, 4%, -9%, -7%, 8%, -10%[46.1 µM]
N/C(=N\OC(=O)C1CCCCC1)c1cccnc1
 : 0.4%, -4%, 5%[38.3 µM], -2%, 1%, 0%, 0%[46.1 µM]
COC(=O)CNC(=O)CNC(=O)Nc1ccccc1
 : -2.1%, 3%, 28%[38.3 µM], 3%, -1%, -16%, -7%[46.1 µM]
CCN1CCN(c2nc3sc4c(c3c(=O)n2-c2ccc(OC)cc2)CCCCC4)CC1
 : 3.4%, 0%, -2%[38.3 µM], -18%, -14%, -3%, -23%[46.1 µM]
C#CCN(C)Cc1ccccc1
 : -1.0%, -1%, 2%&4%&-10%, 14%, ?, -2%, 1%
COc1cc(C)c(Br)cc1S(=O)(=O)N1CCCC1
 : 0.0%, 2%, 32%[38.3 µM], 5%, 0%, -10%, 3%[46.1 µM]
CC(=O)NS(=O)(=O)c1ccc(NS(=O)(=O)c2ccccc2[N+](=O)[O-])cc1
 : 1.1%, /, /, 14%, /, 30%[9.22 µM], 7%
CCOc1cc(C(=S)N2CCCCC2)ccc1OS(=O)(=O)c1ccc(Br)cc1
 : -1.1%, 0%, 8%[38.3 µM], -3%, 4%, -17%, -24%[46.1 µM]
Nc1cc(=O)nc(SCC(=O)NC2CCCCC2)n1-c1ccccc1
 : 0.0%, -1%, -9%[38.3 µM], 5%, -2%, -2%, 8%[46.1 µM]
CCCCNC(=O)N1CCN(C(=O)c2ccco2)CC1
 : -0.1%, 2%, 0%, 9%, -13%[46 µM], -4%, 11%
Cc1cc(C(=O)N/N=C/C=C/c2ccc([N+](=O)[O-])cc2)n[nH]1
 : -0.6%, 2%, 9%, 8%, -3%[46 µM], 8%, -37%
Cc1ccc(S(=O)(=O)NCCSc2nnnn2-c2cc(C)ccc2C)cc1
 : 4.2%, 0%, 3%[38.3 µM], 15%, ?, ?, ?
CCN1CCN(Cc2cc(=O)oc3ccc(Cl)cc23)CC1
 : -1.6%, -8%, 8%[38.3 µM], -2%, 4%, 8%, 1%[46.1 µM]
CC(C)OC(=O)CC(=O)CSc1nc2c(cc1C#N)CCCCC2
 : 0.0%, 1%, -1%, 24%, 0%, 0%, -22%[46.1 µM]
CCOc1cc(C(=O)Nc2ccc([N+](=O)[O-])cn2)cc(OCC)c1OCC
 : 0.9%, 6%, -4%, -6%, 4%, -22%, 3%
CCC(C)NC(=O)c1c(N)n(/N=C/c2cccs2)c2nc3ccccc3nc12 (configuration not stated)
 : -1.1%, -6%, 8%[38.3 µM], -2%, -1%, 18%, 1%[46.1 µM]
Cc1snc2sc(C(=O)c3ccc(F)cc3)c(N)c12
 : 0.2%, /, /, 19%, /, -15%[9.22 µM], -2%
CCC(C)NC(=O)COC(=O)c1cc([N+](=O)[O-])ccc1Sc1nc(C)cs1 (configuration not stated)
 : -1.6%, -1%, 13%[38.3 µM], -1%, -10%, 24%, -9%[46.1 µM]
CCCCOc1ccc(/C=C/C(=O)NCCc2nc3ccccc3[nH]2)cc1
 : 5.3%, -2%, -7%[38.3 µM], -2%, 16%, -5%, -18%[46.1 µM]
O=S(=O)(c1cccs1)N1CCN(CC(O)COc2cc(Cl)ccc2Cl)CC1 (configuration not stated)
 : -4.3%, -3%, 21%[38.3 µM], 5%, ?, ?, -12%[46.1 µM]
CCN(CC(=O)NC(C)C)C(=O)c1ccc(S(=O)(=O)N(C)c2ccccc2OC)cc1
 : 2.9%, 0%, 13%[38.3 µM], 1%, -1%, -6%, -3%[46.1 µM]
N/C(CCN1CCOCC1)=N/O
 : 0.0%, -2%, -1%, 10%, -10%, -6%, 6%[46.1 µM]
CC(C)(C)S(=O)(=O)c1cnc(-c2cnccn2)nc1N
 : 2.1%, /, /, -14%, /, 22%[9.22 µM], 13%
Cc1c(-c2ccc(O)cc2)nn(-c2ccc(O)cc2)c1-c1ccc(OCCN2CCCCC2)cc1
 : 3.8%, 0%, 31%[activator], -17%[21.7 µM], /, /, /
CSc1ccc(CN2CCC(CO)(Cc3ccc(Cl)cc3)CC2)cc1
 : -0.3%, -2%, 25%, -2%, ?, 12%[9.22 µM], ?
COc1ccc(NC(=O)c2oc3ccccc3c2NC(=O)c2ccco2)cc1
 : 6.3%, 0%, 26%[38.3 µM], 12%, -12%, -13%, ?
CC1=C(C(=O)Nc2ccc([N+](=O)[O-])cc2)C(c2cccc(C(F)(F)F)c2)NC(=S)N1c1ccccc1 (configuration not stated)
 : 0.4%, 2%, 17%[38.3 µM], -20%, ?, ?, ?
COc1ccc(/C=N/n2cnc3c([nH]c4ccc(C)cc43)c2=O)cc1CN1CCCC1
 : 5.0%, /, /, -2%, /, 12%[9.22 µM], 53%
COc1ccc(NC(=O)CN2CCCN(S(=O)(=O)c3ccc(F)cc3)CC2)cc1
 : -1.0%, -5%, 15%[38.3 µM], -6%, -9%, 14%, -8%[46.1 µM]
COc1ccc(/C=C/C(=O)NC(=S)NCCc2ccc(OC)c(OC)c2)cc1
 : 2.3%, -3%, 2%[38.3 µM], -3%, -22%, 20%, -10%[46.1 µM]
COc1ccc(OCCOC(=O)c2cccs2)cc1
 : 3.6%, -10%, 29%[38.3 µM], 13%, 0%, -26%, -2%[46.1 µM]
Cc1cc(NS(=O)(=O)c2ccc(Nc3nc(-c4sc(C)nc4C)cs3)cc2)no1
 : 1.0%, 8%, 7%[38.3 µM], 4%, 16%, 14%[9.22 µM], -16%[46.1 µM]
CCC(=O)Nc1ccc(C(=O)Nc2c[nH]c(=O)[nH]c2=O)cc1
 : -0.4%, -3%, -5%, 3%, /, 17%, 15%
CCOC(=O)C(NC(=O)CCC(=O)Nc1ccc(S(N)(=O)=O)cc1)C(O)c1ccccc1 (configuration not stated)
 : -6.5%, 11%, -22%[38.3 µM], -12%, ?, 4%, -9%[46.1 µM]
Cc1ccc(C(=O)NC(=S)Nc2ccccc2C)cc1
 : 3.2%, -3%, -9%, -7%, /, 8%[9.22 µM], ?
O=C(NC1CCCCC1)C(=O)N(Cc1cccnc1)C(C(=O)NCc1ccco1)c1ccccc1 (configuration not stated)
 : 0.9%, -3%, 10%, 2%, 10%[9.22 µM], -14%, -10%
CCSc1nnc(NC(=O)[C@H](C)N2C(=O)C3CC=CCC3C2=O)s1 (some centres not stated)
 : 4.0%, 1%, -13%, 9%, /, 5%, 7%
CCOC(=O)C1=C(N)N2C(=O)C(C)SC2=C(C(=O)OCC)C1c1ccc(O)cc1 (configuration not stated)
 : 1.1%, /, /, -5%, /, 16%[9.22 µM], 5%

These rows are one share of the data, so the mix of outcomes need not match the whole.
